SENP8 inh = blocks the human protease SENP8; inhibition, % at 10 µM; Q96LD8; purified SENP8, Z-RLRGG-aminoluciferin cleavage, luminescence; 330,000 tested, 1.2% active
Target sequence (Q96LD8 whole entry, looked up): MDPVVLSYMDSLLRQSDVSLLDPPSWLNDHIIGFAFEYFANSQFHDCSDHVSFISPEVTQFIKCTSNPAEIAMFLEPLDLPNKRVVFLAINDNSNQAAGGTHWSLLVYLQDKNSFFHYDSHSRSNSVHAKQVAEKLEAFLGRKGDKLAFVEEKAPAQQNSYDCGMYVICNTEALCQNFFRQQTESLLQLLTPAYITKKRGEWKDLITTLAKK
697 NFkB inh = inhibitors of the PMA/ionomycin-induced NF-kB reporter in 697 B cells; inhibition, % at 4 µM; 330,000 tested, 0.33% active; 697 B-cell NF-kB luciferase reporter, 16 h; in the data active means inhibition above about 35%
Gli-Sufu block = blocks Gli-Sufu signaling in a luciferase reporter; 340,000 tested, 0.74% active; AID 588413; inhibition, % at 5 µM; Sufu-KO-LIGHT fibroblasts, Gli luciferase reporter luminescence;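 active means inhibition above about 55%, limit read from the data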;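 further: 0% = DMSO-treated cells and 100% = wells with medium but no cells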
Jurkat NFkB inh = lowers PMA/ionomycin-induced NF-kB signal in Jurkat cells; inhibition, % at 4 µM; 330,000 tested, 0.53% active; PMA/ionomycin-induced NF-kB luciferase reporter, luminescence
HKDC1 inh = HKDC1 (human) hexokinase inhibition | recombinant HKDC1, G6PDH/diaphorase resazurin coupled fluorescence | inhibition, % at 20 µM | 340,000 tested, 0.16% active;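 active means inhibition above about 35% when tested at 20 µM, limit read from the data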;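 further: plate controls were DMSO wells with enzyme for no effect and DMSO wells lacking enzyme for full effect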
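Material: recombinant HKDC1 hexokinase; Amount: HKDC1 at 5 µg/mL; Medium: Tris pH 8.0 buffer with MgCl2, Tween-20, BSA, BME; Schedule: 90 min reaction incubation at room temperature, dark; Technique: coupled resazurin fluorescence, excitation 525 nm, emission 613 nm.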
UBC13 polyUb = inhibitors of human UBC13 polyubiquitin chain formation | P61088 | TR-FRET | inhibition, % at 20 µM | 330,000 tested, 0.47% active | AID 485273; in the data active means inhibition above about 45%, passing the limit was not always enough
Target sequence (P61088 whole entry, looked up): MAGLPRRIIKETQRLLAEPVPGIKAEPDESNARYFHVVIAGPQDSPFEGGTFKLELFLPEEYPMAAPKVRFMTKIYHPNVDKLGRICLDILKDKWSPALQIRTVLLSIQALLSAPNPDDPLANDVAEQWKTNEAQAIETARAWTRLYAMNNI
Apaf1 inhib = human Apaf-1 inhibition. reconstituted apoptosome caspase-3 activity, DEVD-Rh110 fluorescence. inhibition, % at 20 µM. 330,000 tested, 0.71% active; active means inhibition of at least 40% at 20 µM;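 further: plate controls were DMSO wells for no effect and DEVD-CHO caspase inhibitor wells for full effect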
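System: reconstituted apoptosome with Apaf-1, cytochrome c, caspase-9, procaspase-3, dATP; Signal: Rh110 fluorescence intensity; Schedule: 30 min compound preincubation, 50 min activation, room temperature; Reagent: cytochrome c trigger plus (Z-DEVD)2-Rh110 caspase-3 substrate.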
SENP7 inh = blocks the human protease SENP7; Q9BQF6; 330,000 tested, 1.5% active; inhibition, % at 5 µM; recombinant SENP7, Z-RLRGG-aminoluciferin luminescence, 40 min;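 active means inhibition above about 50% at the single test dose, limit read from the data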;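 further: plate controls were DMSO with enzyme for no effect and no enzyme buffer wells for full effect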
Target sequence (Q9BQF6 706-1050 limits assumed): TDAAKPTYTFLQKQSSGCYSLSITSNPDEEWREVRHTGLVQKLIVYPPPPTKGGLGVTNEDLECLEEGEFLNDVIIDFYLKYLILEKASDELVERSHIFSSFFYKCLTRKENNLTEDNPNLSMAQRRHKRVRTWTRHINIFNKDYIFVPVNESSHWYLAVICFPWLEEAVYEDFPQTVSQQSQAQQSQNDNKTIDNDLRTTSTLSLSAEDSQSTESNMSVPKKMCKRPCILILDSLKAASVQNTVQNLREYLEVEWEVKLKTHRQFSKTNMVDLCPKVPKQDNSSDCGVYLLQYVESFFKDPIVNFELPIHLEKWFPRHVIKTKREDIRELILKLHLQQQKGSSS
Active calls of the source: *; . = no result given. Unless noted, no stated cut-off is given here; in the data, active means inhibition above about 50%; inactive means the rest.

SMILES	SENP8 inh	697 NFkB inh	Gli-Sufu block	Jurkat NFkB inh	HKDC1 inh	UBC13 polyUb	Apaf1 inhib	SENP7 inh
Cc1cccc(C)c1NC(=O)CN(C)CC(=O)Nc1cc(Cl)ccc1C#N	0	23	5	2	-3	6	2	4
CN1CCN(/C=N/C2=C(C#N)C(c3ccccc3)C3=C(CC(C)(C)CC3=O)O2)CC1 (centres undefined)	8	8	-5	-1	0	-3	14	4
Cc1cc(C)c(NC(=O)C2CC(=O)N(C3CCCC3)C2)c(C)c1 (centres undefined)	-9	-8	-4	-25	-1	-2	12	-1
CCN1CCN(CCCNC(=O)c2cc3c(s2)-c2ccccc2OC3)CC1	-4	-15	13	-13	7	24	5	13
CC(C)OC(=O)CSc1nc2c(c(C3CC=CCC3)c1C#N)CCC2 (centres undefined)	-3	9	5	1	-1	1	-7	-1
N#Cc1cccc(NC(=O)CNc2cccc(S(=O)(=O)N3CCCCC3)c2)c1	38	-6	4	14	-5	-2	12	-3
Cn1[nH]c(-c2ccccc2)c(/C=N/O)c1=O	-8	10	5	-4	-9	1	5	-10
CCCN(CCC)C(=O)Cn1c(=O)n(CCCCC(=O)NC2CCCC2)c(=O)c2ccccc21	-6	8	-18	16	-1	4	-3	-9
COc1cc(-c2nc(-c3ccc(NC(=O)c4ccc(Br)o4)cc3)no2)cc(OC)c1OC	-2	-57	-21	-39	-7	-4	9	-12
CC(C)(C)OC(=O)N[C@@H](C(=O)OC(C)(C)C)c1ccc2c(c1)OCO2	5	10	0	-1	5	15	2	-4
Cc1ccc(N2CCN(C(=O)c3cc(-c4ccc(F)cc4)[nH]c3C)CC2C)cc1 (centres undefined)	-1	-9	11	-9	2	0	20	-3
CCOC(=O)C(C)n1cnc2c(nnn2-c2cccc(OC)c2)c1=O (centres undefined)	-4	-4	-15	-3	-5	-1	4	-1
O=C(Nc1ccc(F)c([N+](=O)[O-])c1)C1CCCO1 (centres undefined)	-7	12	3	1	-1	-2	-16	9
CCOC(=O)c1csc(NC(=O)c2cc(OC)c(OC)c(OC)c2)n1	-4	23	-3	-4	-9	4	12	9
O=C(CCC1CCCN(C(=O)c2ccc(F)c(F)c2)C1)N1CCN(c2ccccn2)CC1 (centres undefined)	1	-14	9	-9	-4	-5	5	15
C#CCOc1c(Br)cc(/C=N/O)cc1OCC	-2	1	50	17	5	10	2	-3
COc1ccc(S(=O)(=O)N2CCCC2)cc1C(=O)N1CCCCC1	-1	3	-5	-4	-8	-1	3	8
O=C1COc2ccc(C(=O)COC(=O)c3nc(Cl)ccc3Cl)cc2N1	-8	-9	-23	1	-3	-1	5	12
CCOc1ccc(NC(=O)CN2CCN(CC(=O)Nc3ccc(OC)cc3)CC2)cc1	5	17	-4	-9	5	11	-20	2
O=C(CSc1ccccc1)Nc1nc2ccccc2[nH]1	-10	-51	-23	-17	-10	-1	-5	1
Cc1nc2cncc(Br)c2n1C	-3	11	6	-7	4	-5	2	-4
Cc1cc(OCC(=O)OCC(=O)c2ccc[nH]2)ccc1Cl	-28	10	-11	-5	-2	-2	17	-16
Cc1ccc(C(=O)NCc2ccccn2)cc1Cl	-1	-4	-18	12	-11	6	-14	-2
O=Cc1sc(Nc2ccccc2)nc1Cl	-11	15	-9	-9	12	-14	7	4
Brc1ccccc1OCCNCc1ccccc1	-3	14	5	-18	-11	6	2	1
SMILES	SENP8 inh	697 NFkB inh	Gli-Sufu block	Jurkat NFkB inh	HKDC1 inh	UBC13 polyUb	Apaf1 inhib	SENP7 inh
O=C(NCCCN1CCOCC1)c1ccccc1NS(=O)(=O)c1ccc(Br)cc1	6	19	27	10	-2	3	-5	3
CC1CCCCC12NC(=O)N(CC(=O)OCC(=O)N(C)C1CCCCC1)C2=O (centres undefined)	1	15	1	-5	-3	7	0	8
CC(=O)C[C@H](O)CC(=O)[C@H]1OC(=O)CCCCCc2ccccc21	-19	0	4	-16	-5	-15	-5	1
CC1(C)CSC(=NCCc2ccccc2)N1C(=O)c1ccc(C#N)cc1	0	7	0	8	-9	1	11	5
O=C(CCN1C(=O)/C(=C\c2cccs2)SC1=S)Nc1ccccn1	5	21	4	16	10	-4	10	-3
COCCN(C(=O)COC(=O)c1nc(Cl)ccc1Cl)c1c(N)n(Cc2ccccc2)c(=O)[nH]c1=O	1	4	-7	1	1	-2	6	-4
Cc1cccc(NC(=O)CNC(=O)C23CC4CC(CC(Cl)(C4)C2)C3)n1	-3	10	-2	5	0	2	4	-5
CCc1nnc(NC(=O)c2sc3nc4c(cc3c2N)CCCCC4)s1	-4	-136	14	-63	6	22	5	-7
CCCCSc1nnc(-c2ccc(OC)cc2)n1C	2	-44	-13	-59	2	-8	2	1
O=C(CSc1nc2ccccc2c(=O)n1-c1ccccc1Cl)Nc1cccc(S(=O)(=O)N2CCOCC2)c1	-2	-10	-10	9	-1	8	-4	2
CCNC(=S)NNC(=O)c1ccncc1	-13	14	-3	0	1	-5	5	-7
CN(C)[C@@H]1C(=O)C(C(N)=O)=C(O)[C@@]2(O)C(=O)C3=C(O)c4c(O)ccc(Cl)c4[C@@H](O)[C@H]3C[C@@H]12	11	0	-2	-6	2	6	-11	-9
CC(C)C(=O)OCC(=O)Nc1ccc2c(c1)CCC2	-9	3	-2	-9	0	0	2	-8
Cc1cc(C)nc(SCC(=O)Nc2ccc(N3CCOCC3)c(Cl)c2)n1	0	-20	53	24	-5	-8	-15	3
CC(=O)Nc1ccc2c(CSc3nnc(N)s3)cc(=O)oc2c1	8	-1	5	5	-2	0	-16	2
COc1cccc(C(=O)/C=C/Nc2ccc(S(=O)(=O)Nc3onc(C)c3C)cc2)c1	78*	1	-5	-15	-2	-18	18	58*
O=C(NCCc1ccc(F)cc1)C(=O)NCC1CCCN1S(=O)(=O)c1ccccc1 (centres undefined)	5	-25	-7	39	-2	2	14	3
CN1CCCC(CC2c3ccccc3Sc3ccccc32)C1 (centres undefined)	-4	-6	44	-4	-5	46*	23	0
O=C(N/C(=C\c1cccs1)C(=O)N1CCOCC1)c1ccco1	5	17	-4	0	-8	-9	-2	5
Cc1cccc(C)c1NC(=O)COC(=O)c1c(C)nn(-c2ccccc2)c1C	-13	11	-30	10	-1	-3	2	-2
CCNC(=O)Nc1cc2nc(C)n(Cc3ccc(Br)cc3)c2nc1C	-4	0	-9	7	0	-1	1	-3
Cc1ccccc1OCc1nnc(SCC(=O)Nc2ccc3c(c2)oc2ccccc23)n1C	-9	-52	-20	-14	-7	-3	-13	-8
c1ccc(Oc2cc(-n3cccn3)ncn2)cc1	41	-93	4	-60	-7	-4	-4	46
COC(=O)c1cc(COc2ccc3ccc(=O)oc3c2)c(C)o1	-7	-6	-24	-1	-2	7	4	-1
CNC(=O)/C(C#N)=C/c1cc(C)n(-c2ccc(N3CCOCC3)cc2)c1C	-9	-46	-25	-35	1	-14	1	14

Compound profiles (already shown).
Listed for CCCCSc1nnc(-c2ccc(OC)cc2)n1C : SENP8 inh: 2; 697 NFkB inh: -44; Gli-Sufu block: -13; Jurkat NFkB inh: -59; HKDC1 inh: 2; UBC13 polyUb: -8; Apaf1 inhib: 2; SENP7 inh: 1
Listed for c1ccc(Oc2cc(-n3cccn3)ncn2)cc1 : SENP8 inh: 41; 697 NFkB inh: -93; Gli-Sufu block: 4; Jurkat NFkB inh: -60; HKDC1 inh: -7; UBC13 polyUb: -4; Apaf1 inhib: -4; SENP7 inh: 46
Listed for COCCN(C(=O)COC(=O)c1nc(Cl)ccc1Cl)c1c(N)n(Cc2ccccc2)c(=O)[nH]c1=O : SENP8 inh: 1; 697 NFkB inh: 4; Gli-Sufu block: -7; Jurkat NFkB inh: 1; HKDC1 inh: 1; UBC13 polyUb: -2; Apaf1 inhib: 6; SENP7 inh: -4

(next part)
SMILES	SENP8 inh	697 NFkB inh	Gli-Sufu block	Jurkat NFkB inh	HKDC1 inh	UBC13 polyUb	Apaf1 inhib	SENP7 inh
Cc1ccsc1/C=N/NS(=O)(=O)c1ccc([N+](=O)[O-])cc1	3	21	.	4	-4	-2	2	8
Cc1cc(OCc2nnc(SC(C)C(=O)O)n2-c2ccccc2)ccc1Cl (centres undefined)	-1	-11	-3	-6	-3	-8	10	12
Cc1cc(C)c(C(=O)/C=C/c2ccc3c(c2)OCO3)c(=O)[nH]1	5	8	-14	12	0	0	-3	5
COc1ccc(C(=O)Nc2cc(C(=O)NCCc3ccccc3)ccc2Cl)cc1	-2	-37	-27	-19	-7	2	-9	-5
Cc1ccc(CN2C(=O)C(C)Nc3ncnc(N4CCN(c5ccccn5)CC4)c32)cc1 (centres undefined)	4	1	19	-3	5	-13	14	-3
CCOc1ccc(-n2cc(-c3ccccc3)c3c(=O)[nH]cnc32)cc1	6	21	-6	-13	5	10	14	-1
CN(Cc1ccccc1)C(=O)Cn1cccc1C(=O)c1ccccc1	-6	-13	9	-11	-5	-7	8	-3
Cc1ccc2cc(C#N)c(N3CCCN(C(=S)NCCCN(C)C)CC3)nc2c1	-3	-5	28	-24	4	11	3	12
O=C(c1cc(-c2ccccc2)on1)N1CCN(C(=O)c2ccco2)CC1	-11	-21	-6	-11	-1	-2	-9	7
COc1ccc(-c2nnc(SCC(=O)Nc3cc(C)on3)n2N)cc1OC	-6	-6	0	-6	0	-4	2	-8
COc1ccc(NS(=O)(=O)c2ccc3oc4ccccc4c3c2)cn1	-8	-34	2	-1	-3	-7	2	-11
Cc1cc(C)n(CCN(C)c2nc3nonc3nc2N2CCCCC2)n1	5	-2	-5	-1	-4	4	-18	8
COc1cc2ccccc2cc1C(=O)Nc1ccc(S(=O)(=O)Nc2cc(C)on2)cc1	4	9	-7	-1	3	-6	4	6
CC(C)NC(=O)c1cc(-c2cccs2)nc2ccccc12	-4	10	-1	-1	-3	33	1	1
CCOc1ccc(N2CC(C(=O)NCCc3ccc(S(N)(=O)=O)cc3)CC2=O)cc1 (centres undefined)	3	17	-16	-8	-4	-2	7	10
COc1cccc(N2CCN(C(=O)c3cc4cc(Cl)ccc4[nH]3)CC2)c1	1	1	-4	-13	-5	-1	30	1
CN1CCN(CCCNC(=O)CN2C(=O)COc3ccccc32)CC1	-6	10	-3	-5	-8	-4	-2	-9
O=C1CN(C(=O)COC(=O)CNS(=O)(=O)/C=C/c2ccccc2)c2ccccc2N1	1	18	-5	5	-9	1	-12	2
COc1cccc(NC(=O)COc2ccc(S(=O)(=O)NC(C)C)cc2)c1	-7	-10	-4	-12	-6	-7	5	3
CC(=O)c1ccc(NC(=O)C2(c3ccccc3)CCOCC2)cc1	-3	-39	-43	-29	-1	-1	-2	5
O=C(C1Cc2ccccc2CN1S(=O)(=O)c1ccc(F)cc1)N1CCCCC1 (centres undefined)	3	-11	20	-3	-2	7	-9	1
COCCCN1C(=O)c2ccc(C(=O)Nc3ccccc3OC)cc2C1=O	-2	17	9	0	-6	8	2	3
COc1cc(/C=N/NC(=O)c2c(C)nnn2-c2nonc2N)ccc1O	-6	12	-2	3	-6	-5	-11	-1
COc1ccc(C(=O)Nc2ccc(-c3n[nH]c(=S)o3)cc2)cc1	-9	-13	-5	6	-2	1	13	-10
O=C(COc1ccccc1Cl)NCCNC(=O)c1ccco1	-6	16	15	5	2	-2	-2	-10
SMILES	SENP8 inh	697 NFkB inh	Gli-Sufu block	Jurkat NFkB inh	HKDC1 inh	UBC13 polyUb	Apaf1 inhib	SENP7 inh
CCOC(=O)CNC(=O)CSc1nnc(-c2ccccc2)c(-c2ccccc2)n1	-5	1	-2	7	14	-5	1	2
COc1cccc(-c2nnc(-c3ccco3)o2)c1	49	-129	-88	-96	-6	-8	7	55*
NC(N)=NC(N)=Nc1cccc2ccccc12	13	24	7	-2	4	0	83*	66*
O=C(CCC(=O)N(CC(=O)NC1CCCCC1)c1ccc(F)cc1)Nc1nccs1	9	2	10	12	5	-5	3	4
O=C(Oc1cc(Cl)ccc1Cl)c1ccc(N2CCOCC2)c([N+](=O)[O-])c1	-7	23	.	-2	-3	-11	18	0
COc1ccc(-c2cc3nc[nH]c(=O)c3s2)cc1	28	-85	-68	-37	-4	13	0	46

UBC13 polyUb: entries above that show a hit
| mol | 697 NFkB inh | Jurkat NFkB inh | HKDC1 inh | UBC13 polyUb | SENP7 inh |
| --- | --- | --- | --- | --- | --- |
| CN1CCCC(CC2c3ccccc3Sc3ccccc32)C1 (centres undefined) | -6 | -4 | -5 | 46* | 0 |

Screens (PubChem BioAssay)
